Assay outcomes as filed in PubChem.
Cneo AK release: Cryptococcus neoformans lysis via adenylate kinase release; C. neoformans lysis, adenylate kinase release luminescence, 4 h; normalised: neutral wells 0, clomiphene wells 100; lysis activity, % at 15 µM; actives 0.2% (n = 360,000);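 active means mean lysis activity across replicates of at least 80%, whatever share of replicates individually reach that level; inactive means mean lysis activity below 80%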
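Signal: Adenylate kinase release luminescence | Assay system: Log-phase Cryptococcus neoformans yeast cells | Input: Cells at 5 × 10^6 per mL | Buffer or medium: Fresh YPD growth medium | Compound: Single dose | Schedule: Static 4 h at 37 °C with compound, 1 h detection | Controls: Clomiphene | Read-out: Luminescence rise reflecting yeast cell lysis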
PGC1a acetyl inh: lowers PGC1a acetylation signal in U2OS cells. inhibition, % at 15.6 µM. AID 651687. actives 0.17% (n = 350,000). AlphaScreen anti-acetyl-lysine; with virally co-expressed GCN5 acetyltransferase;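 active means every replicate shows inhibition of at least 40%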;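 further: 0% = neutral control wells and 100% = positive control wells; some results beyond the cut were filed as inactive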
ERAP1 HTS inh: ERAP1 (human) enzyme inhibition; Q9NZ08; recombinant ERAP1, Leu-AMC fluorescence, 60 min; inhibition, % at 10.7 µM; actives 0.15% (n = 340,000);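 active means mean replicate inhibition of at least 30%, or all replicates individually reaching that 30% level; inactive means mean below 30% and not every replicate reaching it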;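 further: 0% = neutral control wells and 100% = L-leucinethiol positive control wells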
C2C12 statin: protects C2C12 myotubes from simvastatin toxicity; rescue of ATP level, % at 7.49 µM; ATP luminescence, 48 h; scaled: DMSO 0, geranylgeraniol control 100; actives 0.78% (n = 330,000);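 active means mean ATP rescue above about 67%, or every replicate alone reaching that limit, limit read from the data, passing the limit was not always enough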;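 further: myotubes were challenged with 10 µM simvastatin during compound exposure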
S100A4 inh HTS: blocks human S100A4 binding to myosin IIA peptide | P26447 | S100A4/TAMRA-MyoIIA peptide fluorescence polarization | inhibition, % at 10.7 µM | actives 0.14% (n = 360,000) | AID 652163;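 active means mean inhibition of at least 70% across replicates, with every replicate also reaching that level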
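Assay system: human S100A4 monomer with TAMRA-labelled myosin IIA peptide / Buffer or medium: Calcium-containing HEPES buffer, pH 7.2 / Reagent: TAMRA-labelled myosin IIA heavy-chain peptide probe, 5 nM / Compound: one dose per compound / Timing: polarization read 5 min after assay mix addition, stable 5–60 min / Benchmarks: neutral control DMSO, positive control TFP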
XiGFP reactiv: X-chromosome reactivation activator. actives 0.055% (n = 360,000). XiGFP mouse fibroblasts, % GFP-positive cells imaging, 3 d; cells co-treated with 5-aza-dC sensitizer; scaled so ellipticine positive control = 100%. activation, % at 7.58 µM. AID 743238;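 active means mean normalized replicate activation at least 10% and every replicate at or above 10%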;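 further: 0% = median of on-plate neutral control wells and 100% = ellipticine 6 µM median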
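Material: XiGFP fibroblasts, SV40-immortalized; Buffer or medium: DMEM containing 5-aza-dC; Compound dosing: single point; Times: 3 days compound exposure.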
LGR2 inh: Drosophila LGR2 receptor signaling inhibition | HEK293 LGR2, CRE-luciferase, bursicon-stimulated, 4 h | inhibition, % at 9.99 µM | actives 0.35% (n = 380,000);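 active means drop in luminescence signal, shown as inhibition above about 50% in the replicate tests, limit read from the data, passing the limit was not always enough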;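 further: agonist challenge used bursicon conditioned medium at about half maximal strength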
SIRT5 block: inhibitors of human sirtuin-5 desuccinylase. Q9NXA8. Purified SirT5, succinyl-peptide AMC, trypsin-coupled fluorescence. inhibition, % at 15 µM. actives 1.1% (n = 330,000); in the data active means inhibition above about 15%
Numbers without * were called inactive; · = not tested or not shown. An excerpt; the hit share may differ from the screen's.

The line under a structure holds: Cneo AK release	PGC1a acetyl inh	ERAP1 HTS inh	C2C12 statin	S100A4 inh HTS	XiGFP reactiv	LGR2 inh	SIRT5 block
- O=C1/C(=C/c2ccncc2)Cc2ccccc21
  -6	8	-1	3	2	0.0	-7	·
- O=C(c1cc(-c2ccc(Cl)s2)nc2ccccc12)N1CCOCC1
  ·	·	0	·	-9	3.4	2	-5
- N#Cc1c(NC(=O)c2ccncc2)sc2c1CCC2
  ·	1	1	·	2	·	-3	-5
- Cc1cc(NS(=O)(=O)c2ccc(NC(=O)c3ccc(Br)o3)cc2)nc(C)n1
  ·	-3	6	·	-3	0.0	12	-3
- CCCC(=O)Nc1ccc2c(c1)C(=O)N(C)[C@H]1CC[C@H](CC(=O)Nc3cccc(C)c3)O[C@@H]1CO2
  -5	-8	·	-9	·	0.1	3	·
- CO[C@H]1CN(C)C(=O)c2cc(NS(C)(=O)=O)ccc2OC[C@@H](C)N(C(=O)C2CCCC2)C[C@H]1C
  -1	·	0	-12	29	0.2	-12	-4
- Cc1ccc(NC(=O)c2nc[nH]c2C(=O)NCCCCCCNC(=O)c2[nH]cnc2C(=O)Nc2ccc(C)cc2)cc1
  -2	8	0	-20	0	0.1	6	·
- COc1ccc(COC(=O)c2ccc3c(=O)n4c(nc3c2)CCC4)cc1F
  ·	·	7	·	2	1.7	0	-1
- O=C(COc1cccnc1[N+](=O)[O-])Nc1ccccc1Sc1ccccc1
  2	2	4	·	11	0.2	6	·
- COc1ccc(-c2noc(CN(C)Cc3ccccc3)n2)cc1
  1	-8	1	5	0	0.1	·	7

Entries above with an aryl methoxy group, in the order listed:
The line under a structure holds: Cneo AK release	PGC1a acetyl inh	ERAP1 HTS inh	C2C12 statin	S100A4 inh HTS	XiGFP reactiv	LGR2 inh	SIRT5 block
- COc1ccc(COC(=O)c2ccc3c(=O)n4c(nc3c2)CCC4)cc1F
  ·	·	7	·	2	1.7	0	-1
- COc1ccc(-c2noc(CN(C)Cc3ccccc3)n2)cc1
  1	-8	1	5	0	0.1	·	7

More records
The line under a structure holds: Cneo AK release	PGC1a acetyl inh	ERAP1 HTS inh	C2C12 statin	S100A4 inh HTS	XiGFP reactiv	LGR2 inh	SIRT5 block
- Cc1c(Cl)cccc1NC(=S)N1CCN(C(=O)C2CCCO2)CC1 (centres undefined)
  -1	15	·	·	·	0.1	6	·
- C/C(Cn1nnc([N+](=O)[O-])n1)=N\NC(=O)c1ccncc1
  ·	·	1	·	0	0.0	1	-1
- CCOC(=O)C1=C(C)NC(=S)N(C=O)C1c1ccccc1 (centres undefined)
  ·	7	-1	·	-3	0.0	3	-1
- COc1ccc2c(c1)[C@H]1[C@H](CO2)[C@H](c2ccccc2)[C@]2(C)C(=O)Nc3ccccc3C(=O)N12
  -2	-11	·	2	0	-0.1	10	·
- COc1ccccc1N1CCN(CCCCOc2cccc3ccccc23)CC1
  6	·	·	-3	·	0.0	6	·
- Cc1noc(C)c1S(=O)(=O)N(C)C[C@H]1OCCCC[C@@H](C)Oc2ccc(NC(=O)Nc3ccc(C(F)(F)F)cc3)cc2C(=O)N([C@@H](C)CO)C[C@@H]1C
  -1	6	-1	·	-18	0.0	-1	1
- CCCC#Cc1cnc2c(c1)C(=O)N([C@@H](C)CO)C[C@H](C)[C@@H](CN(C)C(=O)C1CCOCC1)O2
  5	-4	1	8	-3	-0.9	-3	-3
- COc1cc(C2C(C(=O)/C=C/c3ccccc3)=C(O)C(=O)N2c2ccccn2)ccc1O (centres undefined)
  5	0	17	3	-6	0.5	-28	-2
- CCO[C@H]1OC(C(=O)NC2CC2)=C[C@@H](C)[C@@H]1CCCO
  -2	·	3	1	13	0.1	-1	2
- COc1ccccc1NS(=O)(=O)c1cc(NC(=O)c2ccccc2F)ccc1N1CCOCC1
  5	-20	1	2	-3	0.0	·	-1

Remaining list, next part.
The line under a structure holds: Cneo AK release	PGC1a acetyl inh	ERAP1 HTS inh	C2C12 statin	S100A4 inh HTS	XiGFP reactiv	LGR2 inh	SIRT5 block
- CC(NC(=O)C1CCN(Cc2ccc(Oc3ccccc3)cc2)CC1)c1cccc2ccccc12 (centres undefined)
  3	-3	0	-78	0	-0.1	11	·
- CC/C(=N/O)C(=O)c1ccc(Br)cc1
  ·	·	-2	·	-2	0.1	-22	-2
- COc1ccc(C2c3c(oc4ccccc4c3=O)C(=O)N2c2ccccn2)cc1 (centres undefined)
  0	·	-2	-5	-2	0.2	-16	·
- CCN(CC)S(=O)(=O)c1ccc(Cl)c(NC(=O)COC(=O)/C=C/c2cc(OC)c(OC)c(OC)c2)c1
  1	·	-4	·	-1	0.1	·	-4
- C[C@H]1CN([C@@H](C)CO)S(=O)(=O)c2ccc(-c3cccnc3)cc2O[C@H]1CN(C)C(=O)NC1CCCC1
  -5	-26	2	-8	-4	0.2	9	-2
- CCCCc1ccc(NC(=O)c2ccc(N(C)S(C)(=O)=O)cc2)cc1
  -1	-38	-4	-76	2	0.0	9	-3
- C[C@H](CO)N1C[C@H](C)[C@H](CN(C)Cc2ccncc2)OCCCC[C@H](C)Oc2ccc(NS(=O)(=O)c3ccc(Cl)cc3)cc2C1=O
  1	4	3	-1	10	0.1	6	8
- O=C(O)c1ccc(NS(=O)(=O)c2ccc(N3CCCC3)c([N+](=O)[O-])c2)cc1
  1	4	-3	19	-7	0.1	-7	0
- CC1(c2ccccc2)NC(=O)N(CC(=O)N2CCN(S(=O)(=O)c3cccs3)CC2)C1=O (centres undefined)
  -1	3	-1	-12	2	0.1	-5	-6
- COc1cc(OC)c(OC)cc1CNc1nnnn1C
  -20	10	-1	-1	-4	0.0	10	0

Going on with the list.
The line under a structure holds: Cneo AK release	PGC1a acetyl inh	ERAP1 HTS inh	C2C12 statin	S100A4 inh HTS	XiGFP reactiv	LGR2 inh	SIRT5 block
- O=C(CN(C(=O)c1csnn1)c1ccc(F)c(Cl)c1)NCc1ccc(F)cc1
  -1	9	2	·	-1	0.2	15	-2
- C[C@H](CO)N1C[C@H](C)[C@H](CN(C)C(=O)Nc2ccc(F)cc2)Oc2ccc(NS(C)(=O)=O)cc2C1=O
  1	0	-3	18	-2	-0.4	-33	-2
- CC(C)(C)C1=CC(=O)C(N2CCOCC2)=CC1=O
  -1	4	-2	-7	-2	0.3	7	-1
- Cc1ccc(-c2cc(C(=O)NCc3ccco3)no2)cc1
  4	-1	0	21	-3	·	9	1
- COc1ccc(Br)cc1CN(C)C(=O)c1cc(Cl)c2c(c1)OCCO2
  0	·	0	1	-3	0.0	-13	0
- Cc1ccc(NS(=O)(=O)c2ccc3[nH]c(=O)[nH]c3c2)cc1
  -1	-3	1	-7	0	0.1	2	-3
- CCOc1ccccc1NS(=O)(=O)c1cccc2nsnc12
  0	10	·	16	·	·	6	·
- COC1CC(=O)C2OC(c3ccccc3)OCC2O1 (centres undefined)
  -1	·	0	8	-4	0.0	-4	-1
- COc1cc(C(=O)NCc2nnc(SCC(=O)NC3CCCC3)o2)cc(OC)c1OC
  3	-5	-5	-2	-1	0.0	6	0
- CCc1cc2c(=O)n(-c3ccccc3)c(=S)[nH]c2s1
  0	-9	·	-35	·	·	2	·

(more compounds)
The line under a structure holds: Cneo AK release	PGC1a acetyl inh	ERAP1 HTS inh	C2C12 statin	S100A4 inh HTS	XiGFP reactiv	LGR2 inh	SIRT5 block
- COCC(=O)Nc1ccc2c(c1)C(=O)N(C)[C@H]1CC[C@H](CC(=O)Nc3ccc(F)cc3)O[C@@H]1CO2
  1	2	-2	-8	8	0.2	12	-2
- COc1ccc(S(=O)(=O)N(C)C[C@H]2OCCCC[C@H](C)Oc3ccc(NC(=O)CCC(F)(F)F)cc3C(=O)N([C@H](C)CO)C[C@H]2C)cc1
  -1	-3	-1	·	-8	0.5	-3	4
- O=C(c1ccncc1)N1CCCCN2[C@H](CO)[C@@H](c3ccc(C#Cc4ccccn4)cc3)[C@@H]2C1
  -1	7	0	·	10	0.0	-2	1
- Cc1noc(C)c1NC(=O)N(C)C[C@H]1Oc2ccc(NC(=O)C3CCCCC3)cc2CC(=O)N([C@H](C)CO)C[C@H]1C
  10	4	·	-17	-1	-1.2	-21	-7
- CC1(C(=O)NCc2ccccc2)CN(S(C)(=O)=O)CC(=O)N1C1CC1 (centres undefined)
  ·	·	0	·	4	0.3	-2	-1
- CCCN1C[C@H](C)[C@@H](OC)CN(C)C(=O)c2cc(NC(=O)c3cccc(OC)c3)ccc2OC[C@H]1C
  ·	-13	·	23	·	0.1	-8	·
- CO[C@@H]1CN(C)C(=O)c2ccc(NC(=O)Nc3ccccc3F)cc2OC[C@@H](C)N(C(=O)c2cnccn2)C[C@H]1C
  1	-1	3	-4	-3	-0.1	1	·
- O=C(O)c1cc(N2C(=O)C=CC2=O)cc(N2C(=O)C=CC2=O)c1
  0	11	24	0	7	0.3	0	·
- C[C@@H]1CN([C@@H](C)CO)C(=O)c2cccc(NC(=O)Nc3ccc(C(F)(F)F)cc3)c2O[C@H]1CN(C)C
  -4	3	-1	13	2	-1.5	16	-1
- Cc1nn2cc(-c3ccccc3)nc2s1
  ·	·	11	·	-5	·	-6	1

More structures follow.
The line under a structure holds: Cneo AK release	PGC1a acetyl inh	ERAP1 HTS inh	C2C12 statin	S100A4 inh HTS	XiGFP reactiv	LGR2 inh	SIRT5 block
- CN(C)C(=O)c1ccc(-c2ccc([C@@H]3[C@H](CO)N4CCCCN(C(=O)C5CCC5)C[C@@H]34)cc2)cc1
  0	1	-3	·	1	·	·	0
- C/C=C/c1ccc([C@H]2[C@@H](CO)N3CCCCN(C(=O)C4CCCC4)C[C@@H]23)cc1
  13	-1	0	30	8	0.0	8	2
- O=S(=O)(Nc1ccc(C(F)(F)F)cn1)c1ccccc1
  ·	·	2	·	-2	-0.1	2	-4
- O=C(C[C@@H]1C[C@@H]2c3cc(NC(=O)CC4CC4)ccc3O[C@@H]2[C@H](CO)O1)NCc1ccccn1
  1	-3	·	-8	2	0.4	8	0
- Cc1ccc(S(=O)(=O)Nc2ccc3c(c2)C(=O)N([C@@H](C)CO)C[C@H](C)[C@@H](CN(C)S(C)(=O)=O)OCCCC[C@H](C)O3)cc1
  -3	6	3	·	-5	0.1	-9	1
- Nc1ncc(-n2cncn2)c(-c2ccccc2)n1
  ·	-3	-7	4	3	0.0	-23	2
- COc1ccc(NC(=O)Nc2ccc3c(c2)CC(=O)N([C@@H](C)CO)C[C@H](C)[C@@H](CN(C)S(=O)(=O)c2c(C)noc2C)O3)cc1
  55	3	-2	-28	0	-1.1	-2	2
- COc1ccc(CN(C)C[C@H]2Oc3ccc(NC(=O)c4ccncc4)cc3C(=O)N([C@H](C)CO)C[C@@H]2C)cc1
  -2	-1	1	-1	-3	-0.1	-4	-1
- c1ccc(-n2nnc(-c3nccs3)n2)cc1
  -1	-13	0	-3	0	0.0	-21	·
